Assay outcomes as filed in PubChem.
KLF5 inh – KLF5 expression inhibitors, primary screen, DLD-1 cells, luminescence | DLD-1 KLF5 promoter-luciferase reporter | inhibition, % at 5 µM | 290,000 compounds, 0.23% hits;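 active = inhibition above a per-plate limit of that plate's mean compound inhibition plus 3 SD, cut at about 60% in these data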;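 note: 0% = DMSO wells and 100% = LY294002 at 200 µM; higher means less KLF5 promoter-driven luciferase light; inactives centre near -14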
GSK3B inh – human GSK3beta kinase inhibitors, primary screen, biochemical, cell-free homogeneous, HTS; activity score (negative = inhibition), % at 10 µM; GST-GSK3beta kinase, ADP-Glo luminescence, 60 min; stronger effect = lower value; Glycogen synthase kinase-3 beta (Homo sapiens), P49841; 300,000 compounds, 0.038% hits;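 active = more than half of replicate wells score below -50%, meaning over 50% inhibition versus plate controls; inconclusive = some replicates but at most half score below -50%; inactive = no replicate scores below -50%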;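 note: 0% = median DMSO wells and -100% = median GW8510 positive control wells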
Target sequence (P49841 whole entry, looked up): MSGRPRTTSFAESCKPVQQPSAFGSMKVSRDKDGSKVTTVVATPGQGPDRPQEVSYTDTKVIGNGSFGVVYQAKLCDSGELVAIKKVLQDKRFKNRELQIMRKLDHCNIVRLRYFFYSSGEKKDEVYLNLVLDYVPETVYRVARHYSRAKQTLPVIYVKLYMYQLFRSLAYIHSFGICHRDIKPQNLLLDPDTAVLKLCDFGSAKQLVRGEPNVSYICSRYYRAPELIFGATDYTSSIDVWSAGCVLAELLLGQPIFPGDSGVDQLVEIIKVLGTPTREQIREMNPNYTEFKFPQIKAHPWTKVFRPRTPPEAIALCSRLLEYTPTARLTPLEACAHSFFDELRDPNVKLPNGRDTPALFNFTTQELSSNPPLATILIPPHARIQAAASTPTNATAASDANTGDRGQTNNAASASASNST
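Test system – GST-tagged human GSK3beta kinase, cell-free · Incubation – 60 min enzyme reaction, room temperature · Signal – ADP-Glo luminescence · Also added – peptide substrate and ATP at 25 µM · Controls – DMSO neutral wells and GW8510 at 20 µM as positive · Buffer or medium – Tris/MgCl2 kinase buffer · Measure – Luminescence-derived activity versus plate DMSO and GW8510 wells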
PolyA inhibitor – polyadenylation inhibitors in yeast reporter cells, primary screen, luminescence, S. cerevisiae. S. cerevisiae SKY197-pL101 polyadenylation reporter, beta-gal luminescence; efflux-impaired pdr1/pdr3 knockout yeast; score 100 = 6 SD above DMSO. 300,000 compounds, 0.02% hits. calls only at 12 µM;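 active = lowest replicate activity score at least 50, where 100 means six control SD above control mean; inconclusive = lowest score under 50 but half or more replicates reach 50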;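 note: yeast exposed to compound for 9 h at 30 °C; higher score means more reporter readthrough which indicates perturbed polyadenylation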
HSF1 inh – HSF1 inhibitors in luciferase reporter cells, primary screen, cell-based, NIH3T3, luminescence. NIH3T3-HGL HSE-luciferase, MG132-induced, luminescence 8 h; stronger effect = lower value. activity change, negative = inhibition, % at 7.5 µM (by protocol). 300,000 compounds, 0.77% hits. AID 2098, 2009;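 active = more than half of replicate wells show activity change below -50%, luminescence cut by over half; inconclusive = some wells, but at most half, below -50%; inactive = no replicate well below -50%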;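 note: luciferase reports HSF-1 transcriptional activity via heat shock element; 0% = median of DMSO wells and -100% = zero luminescence signal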
IEC-6 tox – cytotoxicity in IEC-6 intestinal epithelial cells, primary screen, cytotoxicity control for KLF5 inhibitor project, cell-based, luminescence | IEC-6 cytotoxicity, luminescence viability | inhibition, % at 5 µM | 290,000 compounds, 0.78% hits | AID 1825, 2009; in the data active = inhibition above about 22%;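 note: 0% = plate median of test compound wells and 100% = cytotoxic reference compound wells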
AI-2 QS modul – Vibrio harveyi AI-2 quorum sensing modulators, primary screen, JMH597 strain, luminescence/OD600 ratio | AID 2094, 2009 | Vibrio harveyi JMH597 AI-2 luminescence/OD600 ratio, 9 h; stronger effect = lower value; strain lacks LuxN and CqsS sensors; 0 = neutral-control median | 300,000 compounds, 0.4% hits | activity change, % at 7.5 µM; in the data active = activity change below about -75%, passing the limit was not always enough; inconclusive = no clear call, values can overlap the other calls;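 note: luminescence divided by OD600 gain over 9 h not by final OD600 alone; inactives centre near 13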
GSK3A inh – blockers of GSK3A enzyme activity – biochemical, luminescence, cell-free homogeneous, HTS, primary screen; GSK-3 alpha kinase, ADP-Glo luminescence, 60 min; inhibition, % at 10 µM; 320,000 compounds, 0.1% hits; AID 2650, 2010;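 in the data active = inhibition above about 50%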;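 note: GST-tagged GSK-3 alpha with peptide substrate and 25 µM ATP; 0% = DMSO neutral wells and 100% = GW8510 positive control wells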
Target sequence (P49840 whole entry, looked up): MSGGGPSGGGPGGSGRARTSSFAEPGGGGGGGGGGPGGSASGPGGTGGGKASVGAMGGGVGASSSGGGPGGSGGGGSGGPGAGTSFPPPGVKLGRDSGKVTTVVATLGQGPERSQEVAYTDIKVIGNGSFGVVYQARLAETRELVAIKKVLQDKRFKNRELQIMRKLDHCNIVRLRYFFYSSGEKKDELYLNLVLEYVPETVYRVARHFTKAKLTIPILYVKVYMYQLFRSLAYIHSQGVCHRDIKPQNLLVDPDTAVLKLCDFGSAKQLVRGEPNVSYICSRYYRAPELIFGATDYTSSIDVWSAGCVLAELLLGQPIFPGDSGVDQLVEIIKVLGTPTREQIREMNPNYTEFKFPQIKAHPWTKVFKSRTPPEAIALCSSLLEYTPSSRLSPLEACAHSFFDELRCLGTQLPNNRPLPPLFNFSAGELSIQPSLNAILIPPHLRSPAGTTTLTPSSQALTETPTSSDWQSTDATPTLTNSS
HSF1 activator – HSF-1 activators, primary screen, NIH3T3-HGL cells, MG132 stress, luminescence, single point | NIH3T3-HGL HSF-1 luciferase reporter, 8 h; 100% = twice DMSO control signal | activation, % at 9 µM | 300,000 compounds, 1.7% hits | AID 504408, 2011;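 active = mean replicate activation of at least 50% with a set share of replicates each reaching 50%; inconclusive = only one of those two conditions met; inactive = mean below 50% and too few replicates reaching it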;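 note: 0% = median of the neutral control wells and 100% = twice that signal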
aSyn UTR inh – MLPCN primary screen, SNCA 5' untranslated region. alpha-synuclein 5'UTR reporter, inhibitor activity. inhibition, % (tested at 7.5 µM). 300,000 compounds, 0.82% hits; in the data active = inhibition above about 60%; inconclusive = no clear call, values can overlap the other calls;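 note: H4 neuroglioblastoma cells stably carrying SNCA 5'UTR luciferase fusion; 0% = DMSO wells and 100% = positive control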
HSP90 refold inh – HSP90 inhibitors, primary screen, cell lysate, luminescence | Rabbit reticulocyte lysate, luciferase refolding luminescence, 3 h | Heat shock protein HSP 90 (rabbit reticulocyte lysate; luciferase refolding) | 290,000 compounds, 0.91% hits | inhibition, % at 5.6 µM;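 active = inhibition above the screen-wide mean plus 3 SD, computed separately per campaign, cut at about 16% in these data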;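 note: 0% = DMSO wells and 100% = 60 µM geldanamycin wells; inhibitors lower the luminescence because luciferase stays unfolded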
Starred values were filed as active, the others as inactive; i = inactive; ? = inconclusive; . = not tested or not shown.

SMILES	KLF5 inh	GSK3B inh	PolyA inhibitor	HSF1 inh	IEC-6 tox	AI-2 QS modul	GSK3A inh	HSF1 activator	aSyn UTR inh	HSP90 refold inh
CNC(=O)c1cc2cc(OC)ccc2n1CCN(Cc1ccccc1)Cc1ccccc1	-5	1	i	7	-3	13	-4	-2	14	-1
CCOC(=O)/C(C#N)=C/Nc1ccsc1C(=O)OC	-14	5	i	-18	4	0	-3	-34	-3	2
Cn1c(=O)c2c(nc(SCC(=O)c3ccccc3F)n2C)n(C)c1=O	-1	2	i	-1	-1	22	-1	1	-15	-3
CCC(=O)N1c2ccc(S(=O)(=O)N3CCN(C)CC3)cc2CC1C (stereo unspecified)	-22	-5	i	1	5	34	-10	-15	11	2
CCCNC(=O)c1cc(SC)ccc1Cl	-35	2	i	12	4	5	.	26	-15	2
NS(=O)(=O)c1cccc(NC(=S)NC(=O)c2cccc([N+](=O)[O-])c2)c1	-20	-5	i	-7	-7	21	-3	-4	-23	-2
Cc1ccc(NC(=O)C2C3C=CC4(CN(Cc5cccnc5)C(=O)C24)O3)cc1 (stereo unspecified)	-28	3	i	-20	0	10	-1	-37	-80	-3
O=C(c1ccc(F)cc1)N1C2CCC1CC(O)(c1ccccc1F)C2 (stereo unspecified)	14	2	i	-1	-4	9	3	14	-3	0
Cc1ccccc1S(=O)(=O)NCC1CCCO1 (stereo unspecified)	-32	4	i	0	-6	30	1	3	-13	-2
CC(=O)N1C(=O)C(=C2C=C(C)OC(C)=C2)c2ccccc21	-2	-3	i	0	10	19	-1	22	-45	3
CC1(C)CC(NCCC(c2ccccc2)c2ccco2)CCO1 (stereo unspecified)	-11	1	i	1	-7	10	-2	8	5	-3
Cc1ccc2nc3c(cc(C(=O)NC4CCCCC4)c(=N)n3C3CCCCC3)c(=O)n2c1	-8	0	i	-1	8	14	-2	-3	4	8
CSc1nnc(-c2cc[n+](C)cc2)n1CCO	11	2	i	3	6	9	-2	3	-7	2
Cc1ccc(C)c(OCCn2cc(/C=C(\C#N)C(=O)NCC3CCCO3)c3ccccc32)c1 (stereo unspecified)	-4	-1	i	-3	-10	33	1	0	4	1
COc1cc(/C=N/Nc2nc3ccccc3o2)cc(OC)c1O	-110	-9	i	14	1	38	4	12	-86	-2
COc1ccc(NC2CCCN(C(=O)CCC(=O)c3ccc(F)cc3)C2)cc1 (stereo unspecified)	-37	3	i	5	-6	32	-1	27	-22	-7
CCN(CC)S(=O)(=O)c1ccc(N2CCCC2)c(NC(=O)CC(C)(C)C)c1	-10	3	i	-3	-1	11	-2	0	-9	4
C=CCNC(=O)CN1CCC(O)(c2ccccc2)CC1	-15	1	i	1	2	13	-1	-8	-8	0
CCCNC(=S)N1CC2(C)CN(C(=O)C(=O)OCC)CC(C)(C1)C2=O	-26	2	i	.	4	9	-4	.	-1	1
COc1cccc(NC(=S)Nc2cccc3ccccc23)c1	-109	1	i	12	36*	0	13	6	-70	13
CNC(=O)N1CCC(C(=O)c2c(C)c(C)c(C)c(C)c2C)CC1	2	4	i	-8	-3	15	0	-2	2	1
Cc1ccc(NC(=O)c2cc(-c3ccccc3)nn2-c2ccccc2)c(Br)c1	-12	0	i	5	0	25	-1	37	-51	-1
O=C(CSc1nc(-c2ccco2)cc(C(F)(F)F)n1)NC1CCCC1	-6	-3	i	-5	-1	2	-2	1	17	0
COCCn1c(SCC(=O)Nc2ccc(Cl)c(S(=O)(=O)N(C)C)c2)nc2ccccc21	-6	-2	i	-7	-3	3	1	8	3	-2
CCOc1ccc(NC(=O)Nc2ccc3nsnc3c2)cc1	-25	1	i	3	1	-7	-2	-2	-56	2

Just IEC-6 tox (2 entries from above):
SMILES,IEC-6 tox
CNC(=O)N1CCC(C(=O)c2c(C)c(C)c(C)c(C)c2C)CC1,-3
Cc1ccc(NC(=O)c2cc(-c3ccccc3)nn2-c2ccccc2)c(Br)c1,0

Copied from the list:
In GSK3A inh, CNC(=O)c1cc2cc(OC)ccc2n1CCN(Cc1ccccc1)Cc1ccccc1 shows -4
In aSyn UTR inh, C=CCNC(=O)CN1CCC(O)(c2ccccc2)CC1 shows -8
In GSK3B inh, CCCNC(=O)c1cc(SC)ccc1Cl shows 2
In AI-2 QS modul, O=C(CSc1nc(-c2ccco2)cc(C(F)(F)F)n1)NC1CCCC1 shows 2
In IEC-6 tox, Cc1ccc(C)c(OCCn2cc(/C=C(\C#N)C(=O)NCC3CCCO3)c3ccccc32)c1 (stereo unspecified) shows -10
In HSF1 activator, Cc1ccc2nc3c(cc(C(=O)NC4CCCCC4)c(=N)n3C3CCCCC3)c(=O)n2c1 shows -3
In GSK3B inh, Cc1ccc(NC(=O)C2C3C=CC4(CN(Cc5cccnc5)C(=O)C24)O3)cc1 (stereo unspecified) shows 3

Further structures follow:
SMILES	KLF5 inh	GSK3B inh	PolyA inhibitor	HSF1 inh	IEC-6 tox	AI-2 QS modul	GSK3A inh	HSF1 activator	aSyn UTR inh	HSP90 refold inh
CC1(C)Cc2c(cnn2-c2ccccc2)C(NC(=O)CCCN2CCCC2=O)C1 (stereo unspecified)	-32	2	i	-1	3	7	-1	3	1	3
COc1cc(OC)nc(NC(=O)CSc2nc3ccccc3o2)n1	-32	-1	i	9	1	19	-2	0	4	3
Cc1cnc(NC(=O)Cc2ccc(C)c(C)c2)s1	-27	-1	i	6	-8	-16	2	13	5	-3
Cc1cc(Cl)n2nc(C)c(-c3ccc(Cl)cc3)c2n1	6	3	.	.	-1	16	-1	.	.	-2
COc1ccccc1Nc1nc2ccccc2[nH]1	-48	0	i	4	9	16	-2	-3	-120	-1
CCn1nc(NS(=O)(=O)c2ccc([N+](=O)[O-])cc2)c2cc3ccccc3nc21	-1	-5	i	0	3	-1	-6	23	12	0
COc1c(C)oc2cc(O)ccc2c1=O	-2	-1	i	2	4	11	6	4	-18	1
O=C(O)c1cc(NS(=O)(=O)c2cccc3nsnc23)cc(C(=O)O)c1	-49	0	i	-2	-5	31	-4	-11	-2	-2
CCOC(=O)c1sc2c(c1C)C(c1cccs1)C1=C(CCCC1=O)N2 (stereo unspecified)	16	0	i	28	1	15	-1	79*	-26	-1
COc1ccc(CCC(=O)NCCS(=O)(=O)N2CCN(c3ccc(OC)cc3)CC2)cc1	-6	4	i	0	-4	19	-2	0	13	-3
CCn1c(SCC(=O)N2CCCc3ccccc32)nnc1-c1c[nH]c2ccccc12	-16	10	i	6	6	11	-1	18	13	0
CCCCOC(=O)c1ccc(NC(=O)CSc2nnnn2C)cc1	7	-1	i	5	2	85	0	21	-15	-1
CC(=O)c1cccc(NC(=S)N2CCN(S(=O)(=O)c3ccccc3)CC2)c1	-15	1	i	3	2	18	-1	11	7	-2
CCOC(=O)c1cc(NC(=O)N(C(C)C)C(C)C)c(C)nc1C	-38	-3	i	1	2	10	2	-5	8	10
O=C(Nc1cccc2nsnc12)c1ccc2c(c1)OCO2	-77	3	i	2	-2	21	0	2	-110	-9
COC(CN(C)C(=O)C1CCC(CNS(=O)(=O)c2ccc(C)cc2)CC1)OC (stereo unspecified)	-24	2	i	1	-2	13	-4	2	-7	0
CCCCN(C(=O)c1[nH]c(C)c(C(=O)OCC)c1C)c1c(N)n(CCCC)c(=O)[nH]c1=O	.	2	i	-1	.	-5	-2	-5	4	.
COCC(=O)N/N=C/c1ccc(Sc2nc3ccccc3s2)o1	-4	-4	i	7	6	9	0	-5	-40	0
CCOc1ccc(CNC(=O)CCS(=O)(=O)Cc2ccc(C)cc2)cc1OC	2	4	i	-5	-8	19	-3	8	21	-3
COc1ccc(NC(=O)CC2Nc3cc(C)c(C)cc3NC2=O)c([N+](=O)[O-])c1 (stereo unspecified)	5	-6	i	7	-3	11	1	-5	2	5
COc1ccccc1C(=O)Nc1ccnn1C1CCN(Cc2cc(C)c(C)cc2C)CC1	12	1	i	10	3	26	0	5	1	-2
O=C(NCC(=O)N1CCN(S(=O)(=O)/C=C/c2ccccc2)CC1)c1ccc(Cl)cc1	-10	3	i	4	-4	19	-1	9	33	-2
S=C1SCN(Cc2ccccc2)CN1Cc1ccccc1	-3	1	i	0	-4	-2	.	10	-17	3
COc1ccc(Cl)cc1NC(=O)C/C(C)=N/NC(=O)c1ccc(O)cc1	-27	-2	i	18	3	1	1	19	25	4
CCCCOc1ccc(S(=O)(=O)N2CCN(C)CC2)cc1	.	5	i	10	.	50	-3	26	5	.
Cc1ccc(C)c(S(=O)(=O)NCc2ccncc2)c1	-29	1	i	4	2	25	1	14	-7	1
CC(NC(=O)COC(=O)CCc1nc2ccccc2c(=O)[nH]1)c1ccccc1 (stereo unspecified)	-20	-3	i	11	-3	-7	2	6	-41	-1
COc1ccc(Cn2c(/C=C/c3ccccc3)nc3ccccc32)cc1	-113	-4	i	32	11	28	0	?	-202	-2
O=C(NCc1ccccn1)C1CCN(S(=O)(=O)N2CCCCC2)CC1	-15	0	i	-9	8	12	-4	-10	15	3

Of the compounds above, these have a thiophene ring, fused or not.
SMILES	KLF5 inh	GSK3B inh	PolyA inhibitor	HSF1 inh	IEC-6 tox	AI-2 QS modul	GSK3A inh	HSF1 activator	aSyn UTR inh	HSP90 refold inh
CCOC(=O)/C(C#N)=C/Nc1ccsc1C(=O)OC	-14	5	i	-18	4	0	-3	-34	-3	2
CCOC(=O)c1sc2c(c1C)C(c1cccs1)C1=C(CCCC1=O)N2 (stereo unspecified)	16	0	i	28	1	15	-1	79*	-26	-1

Profiles from above. Screens in order: KLF5 inh	GSK3B inh	PolyA inhibitor	HSF1 inh	IEC-6 tox	AI-2 QS modul	GSK3A inh	HSF1 activator	aSyn UTR inh	HSP90 refold inh
`COc1ccc(CCC(=O)NCCS(=O)(=O)N2CCN(c3ccc(OC)cc3)CC2)cc1` in the list: -6	4	i	0	-4	19	-2	0	13	-3
`O=C(NCC(=O)N1CCN(S(=O)(=O)/C=C/c2ccccc2)CC1)c1ccc(Cl)cc1` in the list: -10	3	i	4	-4	19	-1	9	33	-2
`COc1c(C)oc2cc(O)ccc2c1=O` in the list: -2	-1	i	2	4	11	6	4	-18	1

Some of the compounds tested; the hit share may differ from the screen's.
